Bioassay records as filed in PubChem BioAssay.
Rin1-Abl PPI inh – blocks binding of human Rin1 to Abl; P00519+Q13671; TR-FRET Rin1/Abl binding, biochemical; inhibition, % at 7.35 µM; 0.4% of 360,000 active; AID 588664; in the data active means inhibition above about 5%, passing the limit was not always enough
Neddylation inh – cullin neddylation inhibition; P61081+Q13564; TR-FRET cullin neddylation, biochemical; AID 651699; 0.58% of 360,000 active; calls only at 25 µM; in the data active means inhibition above about 36%
DNMT1 inh – inhibitors of human DNMT1; DNMT1 molecular beacon, Hinp1I cleavage, fluorescence; 0.83% of 360,000 active; inhibition (reported as % activation of signal), % at 10 µM; in the data active means inhibition above about 50%
Target sequence (P26358 504-1616 limits assumed): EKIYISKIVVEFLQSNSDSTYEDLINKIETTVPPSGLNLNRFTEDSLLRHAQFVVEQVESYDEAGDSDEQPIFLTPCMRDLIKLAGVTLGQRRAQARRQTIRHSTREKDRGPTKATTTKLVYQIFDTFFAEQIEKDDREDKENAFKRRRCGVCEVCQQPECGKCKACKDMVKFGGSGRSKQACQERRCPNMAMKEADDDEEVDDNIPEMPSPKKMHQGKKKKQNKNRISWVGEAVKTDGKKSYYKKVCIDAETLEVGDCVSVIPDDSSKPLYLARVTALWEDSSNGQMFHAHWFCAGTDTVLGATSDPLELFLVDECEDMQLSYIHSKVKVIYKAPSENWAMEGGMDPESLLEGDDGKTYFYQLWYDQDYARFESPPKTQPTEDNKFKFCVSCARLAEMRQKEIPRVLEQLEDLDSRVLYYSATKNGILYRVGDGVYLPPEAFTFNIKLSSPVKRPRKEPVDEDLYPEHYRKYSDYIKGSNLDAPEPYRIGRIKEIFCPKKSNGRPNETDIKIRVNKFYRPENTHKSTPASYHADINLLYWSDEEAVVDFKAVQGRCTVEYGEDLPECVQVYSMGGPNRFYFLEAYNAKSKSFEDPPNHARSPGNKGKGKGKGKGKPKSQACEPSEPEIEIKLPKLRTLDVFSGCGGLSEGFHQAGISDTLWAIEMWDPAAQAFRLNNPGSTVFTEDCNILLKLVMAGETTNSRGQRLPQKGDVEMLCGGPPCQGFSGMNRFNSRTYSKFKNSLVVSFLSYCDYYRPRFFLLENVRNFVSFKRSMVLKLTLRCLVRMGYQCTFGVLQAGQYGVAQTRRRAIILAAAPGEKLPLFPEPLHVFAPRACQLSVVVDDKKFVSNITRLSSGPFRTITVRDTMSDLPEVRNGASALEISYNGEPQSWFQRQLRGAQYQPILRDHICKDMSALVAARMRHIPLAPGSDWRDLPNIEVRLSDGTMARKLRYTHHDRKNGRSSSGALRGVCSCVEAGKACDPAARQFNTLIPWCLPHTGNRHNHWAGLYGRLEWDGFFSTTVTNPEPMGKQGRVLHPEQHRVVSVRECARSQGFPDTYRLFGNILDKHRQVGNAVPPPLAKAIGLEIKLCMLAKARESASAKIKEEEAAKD
Rpn11 block – Rpn11 (human) deubiquitinase inhibition; O00487; human 26S proteasome, Ub4-pepOG fluorescence polarization; 20S core pre-blocked with epoxomicin; calls only at 20 µM; 0.59% of 360,000 active;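 active means inhibition at 20 µM, scaled to each plate's controls, above about 33%, limit read from the data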
STEP block – STEP (human) phosphatase inhibition. 0.25% of 360,000 active. recombinant STEP, OMFP fluorogenic substrate, fluorescence. P54829. inhibition, % at 20 µM;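 active means inhibition at 20 µM, scaled per plate between control wells, above about 37%, limit read from the data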;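 further: 0% = DMSO with enzyme and substrate and 100% = substrate only without enzyme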
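Assay system: isolated STEP enzyme. Buffer or medium: pH 6.0 Bis-Tris with DTT and Tween 20. Also added: fluorogenic phosphatase substrate OMFP at 25 µM final. Dosing: 20 µM, 1% DMSO. Timing: 20 min reaction, room temperature, in the dark. Measured by: fluorescence intensity, excitation 480 nm, emission 540 nm. Evaluation: normalized % inhibition.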
SUMO1 PPI mod – SUMO1-SIM interaction modulation | P63165 | SUMO1 binding to a labelled peptide, TR-FRET, 1 h | inhibition, % at 20 µM | 0.33% of 360,000 active; in the data active means inhibition above about 37%
NadD inh – blocks S. aureus nicotinate mononucleotide adenylyltransferase; 0.78% of 360,000 active; purified NadD enzyme, colorimetric absorbance read-out; inhibition, % at 20 µM; in the data active means inhibition above about 26%; further: some compounds past the cut are filed as inactive
LMPTP block – LMPTP (human) inhibition; P24666; recombinant LMPTP-A, OMFP fluorogenic substrate, fluorescence intensity; inhibition, % at 20 µM; 0.22% of 360,000 active; AID 651560;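 active means compounds that cut the enzyme signal by at least half of the control window in the single-dose screen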;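 further: plate controls were DMSO wells with enzyme plus substrate for no effect and substrate without enzyme for full effect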
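test system = LMPTP-A | amount = 0.625 nM LMPTP-A final | reagent = fluorogenic phosphatase substrate OMFP at 400 µM final | incubation = 50 min at room temperature | benchmarks = no-enzyme low control, uninhibited high control | medium = Bis-Tris pH 6.0, DTT, detergent | signal = fluorescence intensity of OMFP turnover product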
Scp-1 inhibitor – inhibitors of human Scp-1 phosphatase | Q9GZU7 | Recombinant Scp1, phosphopeptide, malachite green phosphate absorbance | inhibition, % at 20 µM | 0.88% of 340,000 active;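 active means inhibition above about 50% at 20 µM, limit read from the data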;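 further: plate controls were DMSO wells with enzyme for no effect and wells lacking enzyme for full effect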
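Material: truncated SCP-1 phosphatase (76-261aa) / Buffer or medium: 50 mM Tris acetate pH 5.5, 0.005% Tween-20, 10 mM MgCl2 / Compound dosing: one concentration, 20 µM, with 1.0% DMSO / Incubation: 45 min room-temperature reaction, 5 min colour, 30 min stabiliser / Detection: colorimetric free-phosphate detection, absorbance 630 nm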
CSN inh – blocks human CSN-mediated cullin deneddylation | Q92905 | Purified CSN, SCF-Nedd8-OG deneddylation, fluorescence polarization | inhibition, % at 12.5 µM | 0.38% of 360,000 active | AID 651999;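 active means pattern-corrected inhibition above about 35%, with an unprinted fluorescence ratio check between 0.5 and 1.5, limit read from the data, passing the limit was not always enough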;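 further: 0% = enzyme with substrate and 100% = substrate without enzyme; some results filed as inactive read as strong as hits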
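Material: purified human Csn5 enzyme expressed in HEK293T cells / Medium: Tris buffer pH 7.5, NaCl, DTT, Tween-20, trehalose, ovalbumin / Compound dosing: 12.5 µM single point / Schedule: 90 min incubation of compound, enzyme and substrate at room temperature / Signal: fluorescence polarization of the substrate / Control set: no-enzyme wells high, enzyme-with-substrate wells low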
Active calls of the source: *; i = inactive; . = not tested or not shown; + = active, no number. Hits appear at their usual frequency. Share with any hit: about 3.8%.

mol,Rin1-Abl PPI inh,Neddylation inh,DNMT1 inh,Rpn11 block,STEP block,SUMO1 PPI mod,NadD inh,LMPTP block,Scp-1 inhibitor,CSN inh
CC(/C=N/NC(=O)c1ccc(Cn2cc([N+](=O)[O-])cn2)o1)=C\c1ccccc1,-2,i,-3,i,0,-10,-1,2.3,14,-1
Cc1nc2c(nnn2Cc2ccccc2Cl)c(=O)[nH]1,1,i,-4,i,-1,1,-2,-0.7,-1,5
O=C(CN1C2=NCCCN2c2ccccc21)c1ccc(Br)s1,1,i,-6,i,1,-10,0,2.6,1,-1
Cn1c(=O)[nH]c(=O)c2c1nc(CN1CCN(c3ccccc3F)CC1)n2CCc1ccccc1,1,i,-3,i,-4,0,1,-0.5,2,2
O=C(CSc1nc2ccccc2s1)c1cc2ccccc2o1,-3,i,-5,+,3,-14,-9,4.6,-9,-2
COC(=O)c1ccc(N2CCCCC2)c(NS(=O)(=O)c2ccc(C)cc2)c1,-1,i,-2,i,2,2,0,3.8,-5,-1
COC(=O)C(C)Oc1ccc(Cc2ncc(C(F)(F)F)cc2Cl)cc1 (configuration not stated),2,i,-1,i,-1,0,-1,1.7,-4,2
CCOc1ccc(C2NC(=O)NC(C)=C2C(=O)OCc2ccccc2)cc1 (configuration not stated),1,i,1,i,-2,3,-2,-2.0,5,-3
CCN(C(=O)CCN1C(=O)c2ccccc2C1=O)C1CCCCC1,5,i,1,i,1,-8,7,0.8,-2,3
CCCc1n(CC)c2ccccc2[n+]1CC(O)COC1CCCCC1 (configuration not stated),2,i,1,i,2,1,8,-0.8,5,-1

Additional records:
mol,Rin1-Abl PPI inh,Neddylation inh,DNMT1 inh,Rpn11 block,STEP block,SUMO1 PPI mod,NadD inh,LMPTP block,Scp-1 inhibitor,CSN inh
Cc1ccc(C)c(NC(=O)c2c(Cl)nc3ccccn23)c1,3,i,1,i,2,2,1,-2.3,-10,2
COc1ccccc1NC(=O)c1sc2nc(Cc3ccccc3)cc(C(F)(F)F)c2c1N,-2,i,11,i,3,-17,2,0.4,-11,0
C=CC1=C(C(=O)O)N2C(=O)C(NC(=O)Cc3ccccc3)C2SC1 (configuration not stated),0,i,90*,+,88*,85*,10,73*,96*,54*
Cc1cccc(-c2n[nH]c(S(C)(=O)=O)c2C#N)c1,0,i,1,i,4,4,0,-3.0,-8,-2
O=C(N/N=C/c1c[nH]c2ccccc12)c1ccccc1O,1,i,-2,i,1,-9,-10,-0.6,-6,0
CC(=O)c1sc(NC(=O)c2cc(S(=O)(=O)N3CCOCC3)ccc2F)nc1C,2,i,2,i,2,-9,3,-1.3,-2,0
CNC(=O)c1ccsc1NC(=O)c1ccccc1,-1,i,0,i,0,2,-2,-0.1,3,5
C=CCN(C(=O)C1CC(=O)N(C2CCCC2)C1)c1nc(-c2ccc(S(C)(=O)=O)cc2)cs1 (configuration not stated),2,i,0,i,0,-5,9,0.0,-6,4
COc1cc(NC(=O)c2ccc(COCC(F)(F)F)cc2)cc(OC)c1OC,-2,i,2,i,-1,-7,-5,-0.9,-2,2
CC(C)(C)NC(=O)COC(=O)Cc1ccc(Cl)cc1,3,i,2,i,-1,-1,-1,-1.6,9,4

(further entries)
mol,Rin1-Abl PPI inh,Neddylation inh,DNMT1 inh,Rpn11 block,STEP block,SUMO1 PPI mod,NadD inh,LMPTP block,Scp-1 inhibitor,CSN inh
CC(C)c1ccc(OCC(=O)NNC(=S)NC(=O)C2CC2)cc1,-2,i,1,i,-2,0,0,0.5,-4,3
O=C(Nc1ccccc1)c1cccc(S(=O)(=O)Oc2ccc([N+](=O)[O-])cc2)c1,-1,i,-3,i,-1,-12,-6,0.8,-1,6
Cc1ccc(CC(CC(=O)O)C(=O)Nc2ccc(Cl)cc2)cc1 (configuration not stated),1,i,-1,i,-1,3,-1,-0.2,-9,-5
CCOC(=O)N1CCC(NC(=O)c2cc(S(=O)(=O)N3CCCC3)cn2C)CC1,3,i,-6,i,-1,1,-4,-0.2,-2,4
COc1ccc(C)cc1-n1nnnc1SCC(=O)N1CCC(C(=O)Nc2nccs2)CC1,-1,i,-4,i,0,-2,3,-0.6,0,1
O=C(CN1CCCCC1)NCCNC(=O)CN1CCCCC1,0,i,1,i,-4,1,1,-6.9,-1,2
Cc1ccc(C)c(NC(=S)NNC(=S)Nc2ccc(C(C)C)cc2)c1,1,i,-11,i,-3,2,12,5.3,3,-1
COc1ccc(C2=CC(=O)CC(c3ccc(F)cc3)C2)cc1 (configuration not stated),-2,i,-1,i,1,-25,-15,1.5,-14,4
CC(C)(C(=O)c1ccccc1)/[N+]([O-])=C/c1ccccc1,-1,i,0,i,2,2,-9,-0.5,-10,0
O=C(c1ccccc1-c1nc(-c2ccccc2)no1)N1CCOCC1,2,i,-2,i,-2,-4,-7,-1.8,-6,0

Going on with the list.
mol,Rin1-Abl PPI inh,Neddylation inh,DNMT1 inh,Rpn11 block,STEP block,SUMO1 PPI mod,NadD inh,LMPTP block,Scp-1 inhibitor,CSN inh
CCOC(=O)Nc1cc(OC)c(OC)cc1Cc1nccc2cc(OC)c(OC)cc12,0,i,-1,i,-1,4,3,1.1,-5,8
COc1ccc(C(=O)CN2C(=O)NC3(CCc4ccccc43)C2=O)cc1 (configuration not stated),-4,i,-1,i,0,-4,-2,-0.4,-7,-3
Cc1nc(N2CCOCC2)c2c(C)c(C(=O)Nc3ccc(F)cc3F)sc2n1,-2,i,2,i,-2,-10,1,1.0,3,1
CCC(Sc1ccc(Cl)cc1)C(=O)Nc1nnc(-c2cccc([N+](=O)[O-])c2)s1 (configuration not stated),3,i,6,i,5,-1,11,-1.2,6,-1
N#Cc1ccc2[nH]cc(C3c4cc(F)ccc4C=C(c4ccsc4)N3c3ccc(C#CCCO)cc3)c2c1 (configuration not stated),.,i,.,.,.,10,15,1.7,.,7
CN1CCN(CCCNC(=O)c2ccc(Cn3c(=S)[nH]c4ccc(Br)cc4c3=O)cc2)CC1,-1,i,-1,i,9,-12,-10,-5.6,-6,2
COC(=O)c1ccc(C(c2c(N)n(Cc3ccccc3)c(=O)n(C)c2=O)N2CCOCC2)cc1 (configuration not stated),-1,i,2,i,-4,-2,-1,1.3,-7,-1
CCC(O)(CCN1CCCCC1)c1ccccc1 (configuration not stated),2,i,3,i,-3,-5,3,-1.6,-5,0
CCOc1ccc(C(C)=O)cc1CN1C(=O)NC(C)(C2CC2)C1=O (configuration not stated),-1,i,-1,i,3,0,2,4.3,-4,3
COc1ccc(CNCC(C)NCc2ccc(OC)c(OC)c2)cc1OC (configuration not stated),4,i,1,i,-2,0,-9,-2.8,7,-6

The list goes on:
mol,Rin1-Abl PPI inh,Neddylation inh,DNMT1 inh,Rpn11 block,STEP block,SUMO1 PPI mod,NadD inh,LMPTP block,Scp-1 inhibitor,CSN inh
CCN(CC)c1ccc(C(=O)n2cnc3ccccc32)cc1,0,i,1,i,-2,-3,2,0.2,3,-7
Cc1cc(Nc2ccccc2)cc(=O)n1C,0,i,-4,i,0,4,-6,-0.5,-27,2
Cc1cccc(-c2noc(CNC(=O)Nc3ccc(F)cc3)n2)c1,4,i,1,i,0,0,-6,0.7,-6,1
CCCn1c(N)c(N(CCOC)C(=O)c2cc(-c3ccco3)nc3ccccc23)c(=O)[nH]c1=O,0,i,11,i,2,-5,-7,2.0,20,-4
Oc1cccc(/C=N/Nc2ccc(Cl)nn2)c1,-5,i,-2,i,2,-16,-4,0.2,-4,4
COc1ccc(C(OC(=O)c2ccco2)C(=O)NCc2ccco2)cc1 (configuration not stated),2,i,7,i,0,0,-4,-0.3,1,-2
Cc1ccc(NC(=O)CN(CCc2ccccc2)S(C)(=O)=O)cc1,-1,i,-1,i,-1,-1,-3,0.2,-4,6
NC(=O)CC(NC(=O)c1ccccc1)c1ccc(N2CCC(Br)CC2)c([N+](=O)[O-])c1 (configuration not stated),-1,i,0,i,-2,-18,-1,0.5,-8,-1
CC1CCC(NC(=O)C(NS(=O)(=O)c2cccc3nsnc23)C(C)C)CC1 (configuration not stated),-1,i,1,i,2,-30,-1,0.0,-9,3
N#Cc1cnc(NN)nc1,0,i,0,i,-4,3,-3,-1.6,-3,1

Later entries:
mol,Rin1-Abl PPI inh,Neddylation inh,DNMT1 inh,Rpn11 block,STEP block,SUMO1 PPI mod,NadD inh,LMPTP block,Scp-1 inhibitor,CSN inh
COc1cc(C)ccc1OCCCCN1CC(C)OC(C)C1 (configuration not stated),-1,i,-6,i,2,-4,-1,-2.3,5,1
CCN(C1CCCCC1)S(=O)(=O)c1c(C)n(C)c(=O)n(C)c1=O,1,i,3,i,2,2,-2,-1.7,2,-5
Cc1ccc2nc3c(nc2c1C)C(O)=C3O,3,i,3,i,3,-17,6,0.6,7,-1
Cc1nc2ccccc2c(N)c1C(=O)/C=C/c1ccccc1,0,i,7,i,-3,-25,4,16,12,2
O=C(Nc1ccc2nc(C(F)(F)F)[nH]c2c1)[C@@H]1O[C@H](CO)[C@@H](O)[C@H]1O,-1,i,-1,i,3,5,-4,0.3,.,4
COc1ccc(C(N)c2csc(Nc3ccc(C(F)(F)F)cn3)n2)cc1 (configuration not stated),2,i,-19,i,1,-26,0,-2.6,.,4
COc1ccc(CCNC(=O)C2CCN(S(=O)(=O)N3CCC4(CC3)OCCO4)CC2)cc1OC,1,i,1,i,-2,-1,-5,-1.4,-8,3
CCCCc1c(-c2ccccc2OC)ncn1CCc1cccc(Cl)c1,.,i,.,.,.,5,4,1.9,.,-1
Cc1cc(O)c2c(c1)C(O)(C1OC(CO)C(O)C(O)C1O)c1cccc(O)c1C2=O (configuration not stated),-1,i,1,i,-2,-4,2,-0.1,-4,-4
Cc1ccccc1C(=O)NNC(=S)NC(=O)c1cccs1,1,i,6,i,2,4,3,-0.1,-8,-5

Continuation:
mol,Rin1-Abl PPI inh,Neddylation inh,DNMT1 inh,Rpn11 block,STEP block,SUMO1 PPI mod,NadD inh,LMPTP block,Scp-1 inhibitor,CSN inh
CCCC1O[C@@H]2C[C@H]3[C@@H]4CCC5=CC(=O)C=C[C@]5(C)[C@H]4[C@@H](O)C[C@]3(C)[C@]2(C(=O)CO)O1 (some centres not stated),0,i,0,i,-2,-2,-6,0.4,-4,3
Cc1ccccc1C(=O)NC(=S)NC1CCSC1=O (configuration not stated),-1,i,1,i,4,-3,-3,-1.5,-8,-6
S=C1NCN(Cc2ccco2)CN1CCc1ccccc1,0,i,5,i,1,4,-4,-1.2,-2,7
O=S(=O)(NCc1nc(-c2ccccc2)no1)c1ccc(F)cc1,-1,i,1,i,-2,2,-2,-0.6,-7,4
